# TRPV1 ag – HTS Assay for Compounds that Act as Agonists of the Vanilloid Receptor 1. Transient receptor potential cation channel subfamily V member 1 (Homo sapiens), Q8NER1. TRPV1-expressing cells, Fluo-8 calcium influx, agonist mode. activation, % at 8.33 µM. actives 0.19% (n = 320,000). AID 540275, 2011; in the data active = activation above about 80%; inconclusive = between about 30% and that limit; note: 0% is about no effect
#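 Fluo-8 calcium influx in TRPV1-expressing cells, kinetic read (ex 480/em 520 nm). Compound added and read 3 min for agonist activity, followed by capsaicin at EC20 final and 2 min further read for enhancement.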
# KCNH2 3.1 inh – qHTS for Inhibitors of KCHN2 3.1: Mutant qHTS; U2OS KCNH2 3.1, thallium flux FluxOr; stronger effect = lower value; actives 0.95% (n = 340,000); activity change, % (tested at about 1.8 µM); Potassium voltage-gated channel subfamily H member 2, brain isoform KCNH2 3.1 (human);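 active = maximum activity change below -70%; inconclusive = maximum activity change from -70% to -50%; inactive = maximum activity change above -50%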;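 note: thallium influx rate constant from kinetic fluorescence after stimulation buffer; % is set by controls: 0 for no effect and ±100 for the full control effect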
#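 Steps: virus added to U2OS suspension (4 h, RT, dark); medium with 10% FBS added, cells plated, 37 C overnight; FluxOr/Red40 loading buffer 45 min RT; stimulation buffer, 2 min kinetic read; rate constant normalized.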
# FBPA coupling cs – qHTS Assay for Inhibitors of Fructose-1,6-bisphosphate Aldolase from Giardia Lamblia: Coupling assay counterscreen. coupling enzyme system counterscreen, AmpLite Red fluorescence. activity change, negative = inhibition, % at 58.2 µM, hits read low. actives 0.67% (n = 290,000). AID 2472, 2010; in the data active = activity change below about -30%; note: % is set by controls: 0 for no effect and ±100 for the full control effect
#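 Counterscreen of the coupled detection system alone, without aldolase: glyceraldehyde-3-phosphate coupling enzymes plus AmpLite Red readout. Compounds at 57.5 uM final, 10 min RT preincubation, 20 min RT reaction, fluorescence 525/598 nm.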
# PKM2 activator – qHTS Assay for Activators of Human Muscle isoform 2 Pyruvate Kinase; Pyruvate kinase PKM (Homo sapiens), P14618; purified PKM2, Kinase-Glo ATP luminescence, activation; response scale: 0% is enzyme alone, no compound; Potency, µM (highest dose often 57.5 µM), without a hit: top-dose activation, usual class: activators; actives 0.34% (n = 260,000); AID 1631, 2009; note: potency is the fitted concentration of half-maximal effect; % is set by controls: 0 for no effect and ±100 for the full control effect; nearly all actives have a fitted effect of over 55% in size
# Target sequence (P14618 whole entry, looked up, canonical isoform): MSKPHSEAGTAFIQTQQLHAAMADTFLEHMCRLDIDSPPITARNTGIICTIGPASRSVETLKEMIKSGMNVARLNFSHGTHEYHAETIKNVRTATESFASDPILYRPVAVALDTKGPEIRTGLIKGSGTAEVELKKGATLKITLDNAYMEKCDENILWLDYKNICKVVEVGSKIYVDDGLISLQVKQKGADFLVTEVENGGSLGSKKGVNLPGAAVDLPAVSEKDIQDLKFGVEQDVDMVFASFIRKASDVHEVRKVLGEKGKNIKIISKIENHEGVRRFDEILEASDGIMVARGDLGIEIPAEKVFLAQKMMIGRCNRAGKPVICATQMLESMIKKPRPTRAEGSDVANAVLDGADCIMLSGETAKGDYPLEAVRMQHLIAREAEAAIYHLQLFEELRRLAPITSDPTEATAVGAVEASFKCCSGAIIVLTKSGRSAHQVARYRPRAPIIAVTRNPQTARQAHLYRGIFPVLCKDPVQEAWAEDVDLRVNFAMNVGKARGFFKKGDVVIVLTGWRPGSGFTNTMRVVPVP
#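 Kinase-Glo luminescence reports ATP generated from ADP (0.1 mM) and PEP (0.5 mM) by purified hPK-M2 after 1 h at room temperature, pH 7.2 imidazole buffer; intermediate enzyme activity allows detecting inhibitors and activators.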
# Giardia killer – Small Molecules that selectively kill Giardia lamblia: qHTS; Giardia lamblia trophozoite viability; activity change, % at 7.66 µM, hits read low; actives 0.15% (n = 340,000); in the data active = activity change below about -80%; inconclusive = between about -30% and that limit;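 note: parasites exposed to compound for two days anaerobically before the ATP read; % is set by controls: 0 for no effect and ±100 for the full control effect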
#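 Killing of trophozoites was scored by loss of ATP luminescence after a 48 hrs anaerobic exposure to compounds at 37 deg C, using 100 cells per well.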
# CXXC DNA block – qHTS Fluorescence Polarization Assay for Inhibitors of MLL CXXC domain - DNA interaction | actives 0.037% (n = 290,000) | Histone-lysine N-methyltransferase 2A (Homo sapiens), Q03164 | MLL-CXXC / FITC-HOXA9 DNA fluorescence polarization | Potency, µM (series often up to 115 µM), inactives show at the highest dose activity change, negative = inhibition, actives largely listed as inhibitors; active = well fitted inhibition curve with a large enough effect in the polarisation, with a control signal flat, not every such curve was filed as active; inconclusive = small, poorly fitted or top-dose-only effect, or effect the other way, or a change in a side signal; inactive = no such curve, though single readings can be large or run the other way; the % refers to the polarisation; note: potency is the fitted concentration of half-maximal effect
#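 Purified MLL-CXXC (added from a 7 uM solution) was preincubated 5 min at ambient with pinned compounds in 50 mM Tris-HCl pH 7.5, 50 mM NaCl, 1 mM DTT, 0.05% BSA. Fluorescein-labeled HOX-A9 DNA (50 nM solution) followed, 30 min, then polarization read.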
# KCNH2 WT inh – qHTS for Inhibitors of KCHN2 3.1: Wildtype qHTS; Voltage-gated inwardly rectifying potassium channel KCNH2 (Homo sapiens), Q12809; U2OS, BacMam KCNH2, thallium flux FluxOr; stronger effect = lower value; activity change, % at 1.84 µM; actives 0.37% (n = 340,000);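 active = maximum activity change below -70%; inconclusive = maximum activity change between -70% and -50%; inactive = maximum activity change above -50%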; note: % is set by controls: 0 for no effect and ±100 for the full control effect
#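 U2OS cells were transduced with wild-type KCNH2 virus (2.03 x 10^8 / mL) for 4 h at room temperature, then cultured overnight at 37 C. Thallium flux was read with FluxOr dye. Rate constants were normalized to DMSO controls.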
# USP2a inh – qHTS Assay for Inhibitors of Ubiquitin-specific Protease USP2a Using CHOP2 as the Reporter | actives 0.01% (n = 330,000) | Potency, µM (doses to about 38.3 µM), inactives show at the highest dose activity change, negative = inhibition, actives largely listed as inhibitors | AID 463254, 2010 | USP2 core, Ub-CHOP2 coupled fluorogenic reporter, 485/531 | Ubiquitin carboxyl-terminal hydrolase 2 (Homo sapiens), O75604;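 note: potency is the fitted concentration of half-maximal effect; plate controls were DMSO wells for no effect and full inhibition by NEM control for full effect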
#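 USP2 core (10nM final) preincubated 30min RT with compound in 20mM Tris-HCl pH 8.0, 2mM CaCl2, 2mM beta-mercaptoethanol, 0.05% CHAPS; 25nM Ub-CHOP2 plus 25nM reporter substrate added, fluorescence (Ex485/Em531) read after 60min.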
# Menin MLL FP TR – qHTS Assay for Inhibitors Targeting the Menin-MLL Interaction in MLL Related Leukemias: Competition With Texas Red Labeled MLL-derived Mutant Peptide; Menin + Texas Red MLL mutant peptide, fluorescence polarization; AID 1768, 2009; actives 0.23% (n = 270,000); Potency, µM (titrated, usually from 61.6 µM), for inactives: top-dose FP activity change, negative = inhibition, actives largely listed as inhibitors; active = well fitted inhibition curve with a large enough effect in the polarisation, with a control signal flat, not every such curve was filed as active; inconclusive = small, poorly fitted or top-dose-only effect, or effect the other way, or a change in a side signal; inactive = no such curve, though single readings can be large or run the other way; the % refers to the polarisation; note: potency is the fitted concentration of half-maximal effect; % of control where 0% means no effect; many of its hits are not listed in these tables
# Target sequence (O00255 whole entry, looked up): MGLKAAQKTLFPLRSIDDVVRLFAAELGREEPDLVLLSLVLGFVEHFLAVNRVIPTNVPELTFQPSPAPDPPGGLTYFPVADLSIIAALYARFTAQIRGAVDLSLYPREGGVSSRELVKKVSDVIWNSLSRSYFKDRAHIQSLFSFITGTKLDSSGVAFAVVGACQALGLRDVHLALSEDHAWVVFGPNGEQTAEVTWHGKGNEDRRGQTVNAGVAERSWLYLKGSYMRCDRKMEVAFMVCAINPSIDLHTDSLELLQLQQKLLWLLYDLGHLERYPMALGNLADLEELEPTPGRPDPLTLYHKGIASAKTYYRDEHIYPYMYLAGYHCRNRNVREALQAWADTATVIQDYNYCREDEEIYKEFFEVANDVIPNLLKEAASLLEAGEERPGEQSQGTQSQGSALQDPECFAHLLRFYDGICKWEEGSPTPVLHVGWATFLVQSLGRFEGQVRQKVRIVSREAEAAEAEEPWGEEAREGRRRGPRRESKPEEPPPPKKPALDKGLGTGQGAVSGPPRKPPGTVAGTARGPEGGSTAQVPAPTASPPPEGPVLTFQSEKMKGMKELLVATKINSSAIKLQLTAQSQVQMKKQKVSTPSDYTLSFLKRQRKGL
# B2AR arrestin – qHTS assay of beta-arrestin-biased ligands of beta2-adrenergic receptor; Beta-2 adrenergic receptor (Homo sapiens), P07550; beta-arrestin recruitment to beta2AR, cell-based reporter; Potency, µM (titrated, usually from 46.1 µM), without a hit: at the top dose activation, actives largely listed as activators; actives 0.02% (n = 330,000); AID 492947, 2010;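 note: potency is the fitted concentration of half-maximal effect; 0% = DMSO controls and full agonism = EC100 isoproterenol or metaproterenol; nearly all actives have a fitted effect of over 65% in size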
# GALK inhibitor – qHTS Assay for Inhibitors of Human Galactokinase (GALK); Purified GALK, Kinase-Glo residual ATP luminescence; Potency, µM (highest dose often 57.5 µM), for the others: at the top dose activity change, negative = inhibition, hits mostly inhibitors; AID 1868, 2009; actives 0.007% (n = 270,000); P51570; note: potency is the fitted concentration of half-maximal effect; % is set by controls: 0 for no effect and ±100 for the full control effect
#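 GALK at 5 nM final was combined with compound, 35 uM ATP and 100 uM galactose in HEPES pH8.0 with MgCl2 and DTT. The reaction ran one hour at room temperature before luminescent ATP detection.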
# An asterisk follows results filed as active; ? = inconclusive; . = no result given; [ ] = another dose, or the depositor's remark. Unless noted, calls come from the whole dose curve; as a rule, active = well fitted curve in the direction sought with a large enough effect; inconclusive = small, poorly fitted or top-dose-only effect, or another doubt; inactive = no such curve, though single readings can be large; an effect the other way counts as inactive or inconclusive. Not all compounds are listed; the hit share may differ from the screen's.
SMILES,TRPV1 ag,KCNH2 3.1 inh,FBPA coupling cs,PKM2 activator,Giardia killer,CXXC DNA block,KCNH2 WT inh,USP2a inh,Menin MLL FP TR,B2AR arrestin,GALK inhibitor
CCC(CO)Oc1cc(NC(=O)c2ccccc2Cl)c2ncn(C(C)C)c2c1 (stereo not given),.,19.3,.,.,-28.2,.,-6.8,1.1%,.,-2.9%,.
COc1cc(OC)cc(-c2c(-c3cccs3)c3cc(-c4ccc(OC)c(F)c4)ccc3n2C)c1,0.6,-19.7,.,.,3.7,.,2.7,-0.1%,.,0.3%,.
Cc1ccc(C)c(S(=O)(=O)N2CCN(C(=O)c3cccn3C)CC2)c1,7.8,-15.8,.,.,6.6,.,0.1,-1.0%,.,-0.7%,.
COc1ccc(N2CCN(C(=O)CCN3C(=S)NC(C)(C)CC3C)CC2)cc1 (stereo not given),-2.0,4.9,-1.5,.,-20.4,0.6%,-5.9,4.4%,1.7%,0.4%,0.6%
Cc1cc(C(=O)N2CCCC(Nc3ccc(F)cc3)C2)c(C)o1 (stereo not given),?,-3.0,0.8,0.8%,-1.7,2.5%,11.1,0.8%,-1.1%,-0.8%,3.1%
Cc1cc(=O)c2ccc(C(F)(F)F)cc2[nH]1,7.7,10.9,-1.4,4.3%,15.8,7.5%,-6.1,4.9%,.,-0.8%,0.4%
CC(C)(C)OC(=O)NCCCC[C@@H](C(=O)N1CCN(C(=O)OC(C)(C)C)CC1)n1cc(C(CO)NC(=O)OC(C)(C)C)nn1 (stereo not given in full),0.9,3.4,-5.4,-3.7%,7.4,-4.4%,-25.9,-0.1%,-8.1%,0.4%,-2.5%
CCOC(=O)c1cc(C)n(-c2c(C)n(C)n(-c3ccccc3)c2=O)c1C,2.5,5.6,-0.6,-3.4%,-3.3,-2.6%,12.8,0.0%,-2.3%,-0.5%,0.1%
C=CCN(Cc1ccc(Cl)s1)C(=O)c1cc(S(=O)(=O)N2CCOCC2)ccc1F,28.6,-5.4,.,.,-10.4,.,-4.7,0.6%,.,-0.3%,.
Cc1ccc(C)c(NC(=O)COC(=O)Cn2c(C)csc2=O)c1,0.7,2.5,.,.,-3.3,.,8.7,-1.5%,.,0.1%,.
CC[n+]1cc(C)ccc1/C=C/c1ccc(N(C)C)cc1,1.8,-7.6,-0.7,.,5.8,143.0%[activator],-29.7,3.2%,?,0.1%,-1.1%
COc1ccc(-c2nc(-c3cccnc3)no2)cc1,1.7,?,-0.1,-6.6%,-15.6,0.2%,-0.7,1.2%,.,-0.3%,0.8%

# 2 of these compounds, reformatted:
SMILES	TRPV1 ag	KCNH2 3.1 inh	FBPA coupling cs	PKM2 activator	Giardia killer	CXXC DNA block	KCNH2 WT inh	USP2a inh	Menin MLL FP TR	B2AR arrestin	GALK inhibitor
CCC(CO)Oc1cc(NC(=O)c2ccccc2Cl)c2ncn(C(C)C)c2c1 (stereo not given)	.	19.3	.	.	-28.2	.	-6.8	1.1%	.	-2.9%	.
COc1cc(OC)cc(-c2c(-c3cccs3)c3cc(-c4ccc(OC)c(F)c4)ccc3n2C)c1	0.6	-19.7	.	.	3.7	.	2.7	-0.1%	.	0.3%	.

# (next part)
SMILES,TRPV1 ag,KCNH2 3.1 inh,FBPA coupling cs,PKM2 activator,Giardia killer,CXXC DNA block,KCNH2 WT inh,USP2a inh,Menin MLL FP TR,B2AR arrestin,GALK inhibitor
Cc1ccc(NC(=O)c2ccc(CSc3ccccn3)cc2)cc1,?,-5.0,0.0,1.5%,-0.7,25.1%,6.2,-0.3%,33.8%[activator],-0.2%,-2.2%
COc1cc(/C=C/C(=O)O)cc(S(=O)(=O)NC2CCCC2)c1OC,0.4,4.4,0.2,-0.2%,16.3,-0.8%,12.3,1.2%,.,-0.5%,1.1%
Cc1ccc(C(=O)Nc2cccc(C(=O)O)c2)cc1S(=O)(=O)N1CCOCC1,-0.1,-6.9,2.4,2.9%,-21.8,7.6%,-9.4,2.4%,.,0.4%,1.4%
Brc1ccc(-c2nnc(-c3ccccc3Br)o2)cc1,0.2,1.0,3.4,0.6%,-25.1,3.1%,-16.4,-5.9%,11.7%,-1.0%,2.1%
O=C(CCCCn1c(=O)c2ccccc2n(Cc2ccccc2F)c1=O)NC1CCN(Cc2ccccc2)CC1,-2.4,1.5,1.9,-3.9%,8.8,15.2%,0.7,1.9%,-26.8%,-0.4%,2.6%
O=C(CNC(=O)c1ccccc1F)N/N=C/c1cc(Br)ccc1OCc1ccccc1,7.5,-5.8,-11.2,-4.5%,?,-4.0%,.,-2.5%,-5.7%,-1.0%,-0.2%
Cc1oc(CC(C)C)cc1C(=O)Nc1cccc2ccccc12,18.7,24.7,-3.2,0.0%,11.3,13.2%,11.9,0.4%,-8.3%,0.6%,-1.8%
C/C(=N\NC(=O)c1ccc(CN2CCc3ccccc3C2)cc1)c1ccccc1O,-2.3,-0.2,1.2,1.8%,0.2,29.5%,12.7,-10.1%,28.2%,4.2%,4.4%
COc1ccccc1CNC(=O)COC(=O)c1ccc(C(=O)c2ccccc2)cc1,.,0.6,.,.,-16.7,.,1.1,-2.9%,.,-0.9%,.
Cc1c2n(c3ccccc13)CCC2=O,3.1,-0.5,1.2,.,-7.8,-5.3%,-5.0,0.4%,-2.7%,-0.9%,1.8%
O=C1CC(N2CCN(c3ccccn3)CC2)C(=O)N1c1ccc(Cl)cc1 (stereo not given),2.0,1.2,0.0,11.9%,?,1.5%,0.9,-5.4%,-0.7%,-0.4%,5.7%
COc1cc(CN(C(=S)NCC(=O)O)C2CCCC2)cc(OC)c1OC,-5.6,-5.0,-1.8,2.0%,-0.3,-7.9%,-4.0,1.0%,-2.7%,-1.1%,3.3%
CCOC(=O)c1cnc2c(OC)cccc2c1Nc1ccc2c(c1)OCCO2,?,-10.2,-8.4,5.4%,-3.0,-4.8%,-3.9,3.6%,?,-0.1%,0.3%
COc1ccc(/C=C(/NC(=O)c2ccco2)C(=O)N2CCCCCC2)cc1OC,-0.6,.,.,-2.2%,-6.5,-1.5%,-0.2,1.2%,.,-0.2%,-4.4%
CC(=O)Nc1ccc2oc(C)nc2c1,0.2,-10.9,0.5,-0.4%,-4.1,-2.3%,3.2,3.5%,15.1%,0.2%,-2.2%
CCN(CC(=O)NC1CCS(=O)(=O)C1)C(=O)c1cc(OC)c(OC)c(OC)c1 (stereo not given),1.3,10.7,.,.,-0.7,.,3.9,3.2%,.,0.3%,.
CCC(=O)N1CCN(CCN=CC2=C(O)CC(C)(C)CC2=O)CC1,1.1,6.5,3.6,0.4%,-5.9,3.9%,11.0,-2.1%,-10.7%,0.1%,-4.2%
O=C(CC1C(=O)NCCN1CC1CCCCC1)NCc1cccc(F)c1F (stereo not given),2.5,11.3,-0.6,1.6%,10.2,4.8%,7.7,2.3%,-14.1%,-0.1%,-2.0%
COc1ccc(C(=O)NNC(=O)CSc2nnc(-c3cccnc3)n2C)cc1,-0.4,6.4,-0.8,8.3%,5.6,2.3%,.,0.1%,-14.5%,-0.1%,-1.5%
Cc1cccc(NC(=O)CSc2nnc(-c3ccco3)o2)c1,-3.3,-1.2,-0.3,-2.6%,-10.1,-1.5%,30.5,1.3%,-0.1%,-1.3%,-2.4%
COCCN1CC(CNC(=O)c2cc(COc3ccc(C)c(C)c3)on2)CC1=O (stereo not given),3.6,-44.1,2.1,0.0%[0.46 µM],34.2[activator],16.4%,27.8,-1.2%,-5.7%,0.0%,6.5%
COc1ccc(NS(=O)(=O)c2cnc[nH]2)cc1,3.5,3.1,-0.8,-1.3%,5.9,6.6%,-0.4,5.1%,22.2%,0.0%,0.4%

# Screening data deposited in PubChem BioAssay by National Center for Advancing Translational Sciences (NCATS).
